Source: PubChem (NMMLSC)
GRK2 inh: blocks RNA aptamer binding to human GRK2. bead flow cytometry, FAM-aptamer displacement from GRK2. inhibition of aptamer binding, % at 10 µM. hit rate 0.59% among 330,000. AID 488847;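 active = inhibition of aptamer binding above 40%, roughly 3 SD of noise, on plates passing a quality check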;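 also: median bead fluorescence of bound FAM aptamer so fluorescent compounds give negative values; no value below 0 was filed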
CIT2-GFP yeast: alters CIT2-GFP fluorescence in TOR pathway yeast screen | S. cerevisiae CIT2-GFP strain, flow cytometry, 3 h; 100 means same as DMSO wells | GFP response vs DMSO, % at 10 µM | hit rate 0.065% among 320,000 | AID 2029;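 active = GFP response relative to DMSO above a set limit, near the screen mean plus 3 SD, cut at about 150% in these data; inconclusive = Fewer than 70 cells measured for a yeast strain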;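 also: ratio of well median GFP fluorescence to mean of DMSO wells on the plate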
MEP2 TOR yeast: yeast TOR pathway MEP2-GFP modulation; S. cerevisiae MEP2-GFP strain, flow cytometry GFP, 3 h; 100% = DMSO control level; hit rate 0.51% among 330,000; GFP response vs DMSO, % at 10 µM; AID 2016;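 active = GFP response versus DMSO above a set limit, roughly screen mean plus 3 SD, cut at about 180% in these data; inconclusive = fewer than 70 cells counted for a yeast strain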;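 also: median GFP fluorescence of the barcode-gated MEP2-GFP cells per well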
AGP1 TOR yeast: yeast TOR pathway AGP1-GFP modulation; S. cerevisiae AGP1-GFP multiplex flow cytometry, 3 h; GFP as percent of DMSO wells; GFP response vs DMSO, % at 10 µM; hit rate 0.02% among 320,000; AID 2066;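 active = GFP response relative to DMSO above a set limit, near screen average plus 3 SD, cut at about 150% in these data; inconclusive = fewer than 70 cells counted for the yeast strain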;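 also: median GFP channel fluorescence of the gated AGP1 strain per well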
RPL19A-GFP yeast: modulators of TOR pathway RPL19A-GFP in S. cerevisiae | S. cerevisiae RPL19A-GFP strain, flow cytometry, 3 h; stronger effect = lower value | AID 2025 | hit rate 0.3% among 330,000 | percent response vs DMSO, % at 10 µM;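 active = percent response vs DMSO below 50%; inconclusive = fewer than 70 events counted for the yeast strain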;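 also: median channel GFP fluorescence of the barcoded RPL19A-GFP strain; ratio of sample median GFP to plate DMSO average so 100% = DMSO; lower means less RPL19A-GFP as with rapamycin TOR inhibition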
Yeast superoxide: lowers age-related superoxide in aged yeast cells; hit rate 0.18% among 330,000; S. cerevisiae aged cells, superoxide DHE fluorescence; stronger effect = lower value; superoxide response (% of plate mean), % at 10 µM; AID 2690;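 active = superoxide response under a set limit, about three screen SD below normal, cut at about 65% in these data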;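 also: yeast aged for seven days with compound at 30 °C before DHE staining; 100% = average MFI of all compound-treated wells on the plate with controls excluded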
VLA-4 inh: inhibition in a human VLA-4 binding assay | P13612 | VLA-4 expressing cells, ligand binding flow cytometry | inhibition, % (about 7 µM as worked out from the volumes in the protocol) | hit rate 0.2% among 330,000 | AID 2557; in the data active = inhibition above about 50%
Target sequence (P13612 whole entry, looked up): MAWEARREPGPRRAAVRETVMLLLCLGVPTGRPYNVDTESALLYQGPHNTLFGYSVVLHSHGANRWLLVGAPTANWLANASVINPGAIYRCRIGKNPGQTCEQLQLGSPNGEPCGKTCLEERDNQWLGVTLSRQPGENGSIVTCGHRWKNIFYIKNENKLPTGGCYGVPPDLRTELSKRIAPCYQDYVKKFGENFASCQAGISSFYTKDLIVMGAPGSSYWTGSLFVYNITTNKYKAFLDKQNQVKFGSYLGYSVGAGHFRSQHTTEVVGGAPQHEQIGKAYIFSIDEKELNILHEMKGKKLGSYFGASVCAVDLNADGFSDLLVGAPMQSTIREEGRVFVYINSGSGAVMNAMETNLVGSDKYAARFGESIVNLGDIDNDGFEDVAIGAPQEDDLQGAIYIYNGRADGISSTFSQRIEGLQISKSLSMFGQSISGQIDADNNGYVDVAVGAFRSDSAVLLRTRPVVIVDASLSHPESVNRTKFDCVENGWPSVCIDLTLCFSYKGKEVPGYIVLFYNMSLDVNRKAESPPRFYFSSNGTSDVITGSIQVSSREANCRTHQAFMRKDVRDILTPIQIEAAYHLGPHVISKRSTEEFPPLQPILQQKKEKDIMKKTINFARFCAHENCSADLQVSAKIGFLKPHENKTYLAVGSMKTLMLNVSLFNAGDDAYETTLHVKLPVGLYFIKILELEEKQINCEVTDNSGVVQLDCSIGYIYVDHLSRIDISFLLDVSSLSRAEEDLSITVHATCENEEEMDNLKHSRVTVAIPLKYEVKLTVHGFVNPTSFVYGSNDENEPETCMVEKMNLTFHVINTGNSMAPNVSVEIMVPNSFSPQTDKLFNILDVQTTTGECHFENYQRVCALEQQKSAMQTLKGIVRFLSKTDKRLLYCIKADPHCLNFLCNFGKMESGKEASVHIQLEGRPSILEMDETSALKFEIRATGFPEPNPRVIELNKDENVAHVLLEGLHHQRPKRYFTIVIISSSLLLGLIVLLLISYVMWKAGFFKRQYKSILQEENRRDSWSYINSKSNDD
LAP4 TOR yeast: modulators of TOR pathway LAP4-GFP in S. cerevisiae | GFP response vs DMSO, % at 10 µM | hit rate 0.34% among 320,000 | S. cerevisiae LAP4-GFP multiplex, flow cytometry GFP, 3 h; median GFP as percent of DMSO wells;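 active = GFP response vs DMSO above a set limit, about the screen mean plus 3 SD, cut at about 150% in these data; inconclusive = under 70 cell events counted for the yeast strain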
The depositor's hits bear a star; ? = inconclusive; . = not tested or not shown; & = joins results of further samples; [ ] = another dose, or the depositor's remark. Hits appear at their usual frequency; 1.7% or so of the library scored in one or more.

Sample of the layout (five entries):
[1] Cc1nn(CC(=O)NCCCN2CCCC2)c(=O)c2nn(-c3ccccc3)c(C)c12
[2] CC(=O)COC(=O)C1=NN(c2ccccc2)C(=O)CC1
[3] O=C(O)CC/C(=C\c1ccc2c(c1)OCO2)c1nc2ccccc2s1
[4] CC(C)C(NC(=S)NCc1ccccc1)C(=O)O (stereo not drawn)
[5] CN(CCOc1cccc2ccccc12)Cc1ccccc1
screen / no. | 1 | 2 | 3 | 4 | 5
RPL19A-GFP yeast | 107 | 121 | 104 | 91 | 108
LAP4 TOR yeast | 102 | 110 | 100 | 87 | 94
AGP1 TOR yeast | 105 | 109 | 97 | 93 | 103
GRK2 inh | 0 | 2 | 1 | 0 | 1
MEP2 TOR yeast | 109 | 127 | 103 | 92 | 107
Yeast superoxide | 135 | 101 | 144 | 104 | 102
CIT2-GFP yeast | 100 | 117 | 92 | 99 | 110
VLA-4 inh | 22 | -16 | -8 | 10 | -9

Main list, repeating the preview:
[1] Cc1nn(CC(=O)NCCCN2CCCC2)c(=O)c2nn(-c3ccccc3)c(C)c12
[2] CC(=O)COC(=O)C1=NN(c2ccccc2)C(=O)CC1
[3] O=C(O)CC/C(=C\c1ccc2c(c1)OCO2)c1nc2ccccc2s1
[4] CC(C)C(NC(=S)NCc1ccccc1)C(=O)O (stereo not drawn)
[5] CN(CCOc1cccc2ccccc12)Cc1ccccc1
[6] O=C(Nc1ccc2nc3n(c(=O)c2c1)CCCCC3)c1c(F)ccc([N+](=O)[O-])c1F
[7] CC(C)N(Cc1ccccc1)C(=O)CN1C(=O)NC2(CCCC2)C1=O
[8] CCCc1nc2ccccc2n1C(=S)SC
[9] CCn1c(SCC(=O)NCC2CCCO2)nc2c(c1=O)SC(C)C2 (stereo not drawn)
[10] CC(C)OCCCNC(=O)COc1ccc2oc3c(c2c1)CCCC3
screen / no. | 1 | 2 | 3 | 4 | 5 | 6 | 7 | 8 | 9 | 10
RPL19A-GFP yeast | 107 | 121 | 104 | 91 | 108 | 108 | 109 | ? | 100 | 106
LAP4 TOR yeast | 102 | 110 | 100 | 87 | 94 | 106 | 107 | ? | 100 | 85
AGP1 TOR yeast | 105 | 109 | 97 | 93 | 103 | 109 | 108 | 86[may fluoresce red] | 100 | 89
GRK2 inh | 0 | 2 | 1 | 0 | 1 | 0 | 0 | 0 | 0 | 1
MEP2 TOR yeast | 109 | 127 | 103 | 92 | 107 | 108 | 102 | 86[may fluoresce red] | 95 | 98
Yeast superoxide | 135 | 101 | 144 | 104 | 102 | 109 | 91 | 98 | 96 | .
CIT2-GFP yeast | 100 | 117 | 92 | 99 | 110 | 105 | 112 | 92[may fluoresce red] | 103 | .
VLA-4 inh | 22 | -16 | -8 | 10 | -9 | 6 | 11 | 4 | 0 | 0

[11] CCOc1ccc(C2/C(=C(\O)c3c(C)[nH]c(C(=O)OC)c3C)C(=O)C(=O)N2CCN(C)C)cc1 (stereo not drawn)
[12] Cc1cc(C)n(CC(=O)Nc2cccc(C(F)(F)F)c2)n1
[13] O=C(CCCn1c(=O)[nH]c2cc(Cl)ccc2c1=O)NCCN1CCN(c2ccccc2)CC1
[14] CC1(C)CC(=O)C=C(NCC(O)c2ccccc2)C1 (stereo not drawn)
[15] Cc1occc1C(=O)Nc1c(F)c(F)c(F)c(F)c1F
[16] CN(C)S(=O)(=O)N1CCN(C(=O)c2ccccc2)CC1
[17] Cc1ccc(/C=N/NC(=O)C2COc3ccccc3O2)s1 (stereo not drawn)
[18] COc1ccccc1CCNC(=O)CSc1nc(-c2ccco2)cc(C(F)(F)F)n1
[19] O=C(CN(c1cccc(C(F)(F)F)c1)S(=O)(=O)c1ccccc1)N1CCOCC1
[20] Cc1cc(=O)oc2c(CN(CC(C)C)CC(C)C)c(O)ccc12
screen / no. | 11 | 12 | 13 | 14 | 15 | 16 | 17 | 18 | 19 | 20
RPL19A-GFP yeast | 102 | 108 | 104 | 109 | 98 | 101 | 84 | 104 | 101 | 95
LAP4 TOR yeast | 107 | 105 | 106 | 102 | 99 | 95 | 112 | 90 | 105 | 96
AGP1 TOR yeast | 100 | 117 | 112 | 102 | 100 | 105 | 83 | 98 | 103 | 94
GRK2 inh | 7 | 4 | 1 | 0 | 2 | 0 | 2 | 0 | 4 | 2
MEP2 TOR yeast | 108 | 110 | 104 | 110 | 98 | 100 | 88 | 90 | 102 | 95
Yeast superoxide | 142 | 102 | 112 | 109 | 103 | 114 | 92 | 104 | 103 | 100
CIT2-GFP yeast | 105 | 96 | 103 | 106 | 97 | 105 | 73 | 87 | 106 | 92
VLA-4 inh | 1 | 4 | 18 | 13 | -1 | -4 | -12 | 18 | -5 | -1

[21] S=C(NCc1ccco1)Nc1ccc(Oc2ccc(Cl)cc2)cc1
[22] CC(=O)Nc1ccc(S(=O)(=O)N(C)CC(=O)OCC(=O)NCc2ccco2)cc1
[23] CCN1CCN(c2ccc(S(=O)(=O)N3CCOCC3)cc2NC(=O)c2sccc2C)CC1
[24] CN(CCC#N)C(=O)CSc1ncnc2sc(-c3ccccc3)cc12
[25] CSc1nc(N(C)NC(=O)c2ccccc2)c2ccccc2n1
[26] CC(=O)OC(C)CS(=O)(=O)c1ccccc1 (stereo not drawn)
[27] COc1ccc(CNC(=O)C(NC(C)=O)C(=O)Nc2ccc(C(C)C)cc2)cc1 (stereo not drawn)
[28] CCOC(=O)c1nnn(-c2nonc2N)c1CSc1ccc(C)cc1
[29] Cc1ccc(C2=NN(C(=O)COc3ncnc4ccccc34)C(c3ccco3)C2)cc1 (stereo not drawn)
[30] CCC(C)(C)n1nnnc1C(c1ccccc1F)N1CCC(C(N)=O)CC1 (stereo not drawn)
screen / no. | 21 | 22 | 23 | 24 | 25 | 26 | 27 | 28 | 29 | 30
RPL19A-GFP yeast | 97 | 88 | 96 | 93 | 90 | 103 | 103 | 105 | 101 | 99
LAP4 TOR yeast | 117 | 95 | 94 | 100 | 86 | 110 | 91 | ? | 107 | 101
AGP1 TOR yeast | 103 | 99 | 98 | 90 | 85 | 111 | 99 | 91 | 107 | 99
GRK2 inh | 3 | 1 | 0 | 6 | 0 | 2 | 4 | 2 | 0 | 0
MEP2 TOR yeast | 99 | 90 | 92 | 91 | 95 | 108 | 101 | ? | 104 | 102
Yeast superoxide | 114 | 96 | 90 | 106 | 87 | 99 | 102 | 115 | 97 | 89
CIT2-GFP yeast | 99 | 83 | 88 | 101 | 91 | 114 | 103 | 96 | 102 | 92
VLA-4 inh | 33 | -4 | 5 | -24 | -2 | -2 | 8 | -12 | -2 | 2

Arranged by the number under RPL19A-GFP yeast (largest number first): five from the list above.
No.	Structure	RPL19A-GFP yeast	LAP4 TOR yeast	AGP1 TOR yeast	GRK2 inh	MEP2 TOR yeast	CIT2-GFP yeast	VLA-4 inh
26	CC(=O)OC(C)CS(=O)(=O)c1ccccc1 (stereo not drawn)	103	110	111	2	108	114	-2
29	Cc1ccc(C2=NN(C(=O)COc3ncnc4ccccc34)C(c3ccco3)C2)cc1 (stereo not drawn)	101	107	107	0	104	102	-2
30	CCC(C)(C)n1nnnc1C(c1ccccc1F)N1CCC(C(N)=O)CC1 (stereo not drawn)	99	101	99	0	102	92	2
21	S=C(NCc1ccco1)Nc1ccc(Oc2ccc(Cl)cc2)cc1	97	117	103	3	99	99	33
22	CC(=O)Nc1ccc(S(=O)(=O)N(C)CC(=O)OCC(=O)NCc2ccco2)cc1	88	95	99	1	90	83	-4

Further structures follow:
[31] COCCN1CCN(c2c(C)c(C)nc3cc(-c4cccc(OC)c4)nn23)CC1
[32] CCOC(=O)c1c(C)[nH]c(C(=O)OC(C)C(=O)Nc2ccccc2OC)c1C (stereo not drawn)
[33] CCc1cc(C(=O)O)c(NC(=O)C(c2ccccc2)c2ccccc2)s1
[34] O=C(Nc1ccc(Cl)cn1)c1ccc2c(Cl)c3c(nc2c1)CCC3
[35] O=C(COC(=O)CNC(=O)c1ccccc1F)NCC(F)(F)F
[36] Cc1nc2nc(C)c(CCC(=O)N3CCN(c4ccccc4)CC3)c(C)n2n1
[37] CNC(=O)/C=C/c1cccc(C(F)(F)F)c1
[38] COc1ccc2c(c1)CC/C2=N\NC(=O)c1ccccc1
[39] CCCCC(=O)Nc1cc(C)c(NC(=O)c2ccco2)cn1
[40] COCCn1c(C)cc(C(=O)COC(=O)c2cc3c(s2)CCC3)c1C
screen / no. | 31 | 32 | 33 | 34 | 35 | 36 | 37 | 38 | 39 | 40
RPL19A-GFP yeast | 100 | 97 | 59[may fluoresce violet] | 101 | 89 | 99 | 100 | 104 | 103 | 101
LAP4 TOR yeast | 93 | 102 | 96[may fluoresce violet] | 104 | 93 | 98 | 90 | 100 | 85 | 107
AGP1 TOR yeast | 104 | 95 | . | 104 | 91 | 109 | 98 | 97 | 97 | 100
GRK2 inh | 0 | 5 | 0 | 0 | 4 | 0 | 0 | 0 | 0 | 10
MEP2 TOR yeast | 107 | 102 | 218*[may fluoresce violet] | 107 | 90 | 109 | 100 | 101 | 101 | 100
Yeast superoxide | 97 | 105 | 106 | 99 | 116 | 90 | 101 | 93 | 113 | 90
CIT2-GFP yeast | 98 | 94 | ? | 96 | 92 | 107 | 102 | 96 | 96 | 104
VLA-4 inh | -11 | 3 | 90* | -5 | 37 | 1 | 9 | 21 | 11 | -5

[41] O=C(CCc1ccc(S(=O)(=O)NCc2ccccc2)cc1)NCc1ccc2c(c1)OCO2
[42] O=C(CNS(=O)(=O)c1cccc(C(F)(F)F)c1)NC1CCCCCC1
[43] Cc1ccc(S(=O)(=O)N(C(=O)c2ccncc2)c2ccc(OC(=O)c3ccncc3)cc2)c(C)c1
[44] COc1cccc(OCC(O)CN2CCN(c3ccccc3)CC2)c1 (stereo not drawn)
[45] CC1=CC(C)(C)Nc2ccc(OC(=O)CN3C(=O)c4cccc5cccc(c45)C3=O)cc21
[46] CCCCCc1nnc(NC(=O)c2ccc(=O)n(C)n2)s1
[47] COC(=O)Cc1ccc(NC(=S)N2CCCC(C)C2)cc1 (stereo not drawn)
[48] O=C(NCCCN1CCCC1=O)c1ccc2c(c1)NC(=O)c1ccccc1S2
[49] CCN(Cc1ccccc1)C(=O)CSc1nc(C)cc(C)c1C#N
[50] O=C(NCc1ccc2c(c1)OCO2)c1ccc(=O)[nH]c1
[51] CCN(CC(=O)Nc1ccc(NC(C)=O)cc1)C(=O)c1cccnc1Sc1ccc(C)c(C)c1
[52] Cc1cccc(CCNS(=O)(=O)c2cnc[nH]2)c1
[53] COC(=O)Cn1cc(C(=O)C(C)(C)C)c2ccccc21
screen / no. | 41 | 42 | 43 | 44 | 45 | 46 | 47 | 48 | 49 | 50 | 51 | 52 | 53
RPL19A-GFP yeast | 100 | 101 | 101 | 102&103 | 91 | 108 | 101 | 100 | 103 | 104 | 98 | 97 | 109
LAP4 TOR yeast | 92 | 97 | 94 | 104&96 | 91 | 106 | 89 | 104 | 106 | 97 | 102 | 107 | 105
AGP1 TOR yeast | 101 | 99 | 93 | 99&104 | 68 | 116 | 95 | 103 | 98 | 95 | 105 | 100 | 106
GRK2 inh | 0 | 0 | 3 | 0&0 | 0 | 2 | 0 | 0 | 4 | 2 | 22 | 0 | 0
MEP2 TOR yeast | 99 | 105 | 96 | 114&102 | 100 | 107 | 103 | 101 | 94 | 101 | 93 | 109 | 109
Yeast superoxide | 102 | 87 | 134 | 99&101 | 125 | 106 | 115 | 98 | 96 | 97 | 104 | 131 | 90
CIT2-GFP yeast | 96 | 97 | 90 | 99&105 | 83 | 113 | 99 | 101 | 95 | 98 | 100 | 98 | 103
VLA-4 inh | -2 | 1 | 1 | -13&10 | 20 | 4 | 0 | 9 | 4 | 11 | 5 | 6 | 19
